# GALK inh: inhibitors of human galactokinase. Purified GALK, Kinase-Glo residual ATP luminescence. Potency, µM (highest dose often 57.5 µM), without a hit: at the highest dose activity change, negative = inhibition, most hits filed as inhibitors. actives 0.007% (n = 270,000). AID 1868; also: potency is read from the fitted curve at half-maximal effect; % is scaled to controls: 0 for no effect and ±100 for the full control effect
#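 Luminescence from leftover ATP (Ultra-Glo luciferase/luciferin) served as read-out after a 1 h room-temperature reaction of 5 nM GALK with 35 uM ATP and 100 uM galactose.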
# Mito fusion yeast: mitochondrial division inhibition or fusion activation; S. cerevisiae fusion-defective mutant growth rescue, CellTiterGlo 48 h; Potency, µM (titrated, usually from 46.1 µM), for the others: at the top dose growth rescue (activation), hits mostly activators; actives 0.23% (n = 320,000);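 also: potency is read from the fitted curve at half-maximal effect; % of control where 0% means no effect; nearly all actives have a fitted effect of over 45% in size; temperature-sensitive fusion mutants such as fzo1-1 at 37 °C on non-fermentable ethanol glycerol medium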
#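 Compounds are tested for their ability to restore growth of mitochondrial fusion-defective yeast strains at non-permissive 37C in YPEG medium over 48 hours. Viability is quantified by luciferase luminescence.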
# MBNL1-CUG inh: inhibitors of human MBNL1 binding to CUG repeat RNA. Potency, µM (titrated, usually from 57.5 µM), for inactives: top-dose activity change, negative = inhibition, usual class: inhibitors. TR-FRET MBNL1-His/biotin-(CUG)12 binding, 665/545 ratio. Q9NR56. actives 0.036% (n = 280,000); active = well fitted inhibition curve with a large enough effect in the signal ratio, with a control signal flat, not every such curve was filed as active; inconclusive = small, poorly fitted or top-dose-only effect, or effect the other way, or a change in a side signal; inactive = no such curve, though single readings can be large or run the other way; the % refers to the signal ratio; also: potency is read from the fitted curve at half-maximal effect; % is scaled to controls: 0 for no effect and ±100 for the full control effect
# Target sequence (Q9NR56 whole entry, looked up): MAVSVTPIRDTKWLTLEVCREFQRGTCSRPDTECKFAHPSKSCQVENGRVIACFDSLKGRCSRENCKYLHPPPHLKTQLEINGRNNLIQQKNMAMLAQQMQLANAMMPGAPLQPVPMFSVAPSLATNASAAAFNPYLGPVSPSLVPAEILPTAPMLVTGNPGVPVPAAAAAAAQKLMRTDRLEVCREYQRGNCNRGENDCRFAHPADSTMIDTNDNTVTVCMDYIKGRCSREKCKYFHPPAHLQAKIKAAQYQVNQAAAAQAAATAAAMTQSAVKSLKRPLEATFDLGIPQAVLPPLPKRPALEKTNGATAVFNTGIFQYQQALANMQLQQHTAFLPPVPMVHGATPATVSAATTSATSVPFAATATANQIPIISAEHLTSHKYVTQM
#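 TR-FRET between His-tagged MBNL1 and biotin-(CUG)12 RNA, detected with Tb anti-His antibody (0.055 ng/ul) and streptavidin-XL665 (5 nM), 60 min at room temperature. Compounds titrated 92 nM to 58 uM; 665/545 nm ratio normalized to buffer and complex controls.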
# S-ASM inh: blocks human secretory acid sphingomyelinase; P17405; placental ASM, HMU-PC fluorogenic substrate, 60 min; Potency, µM (series often up to 57.5 µM), for inactives: at the top dose activity change, negative = inhibition, actives largely listed as inhibitors; actives 0.006% (n = 340,000); AID 504937; also: potency is read from the fitted curve at half-maximal effect
#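 Steps: dispense placental human ASM, pin compound, wait 10 min at room temperature, add HMU-PC0 substrate at 9 uM final, incubate 60 min at 37 °C, add stop solution raising pH to 10, read fluorescence.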
# hERG WT inh: KCNH2 (human, wildtype) channel inhibition | Q12809 | U2OS, BacMam KCNH2, thallium flux FluxOr; hits give low values | activity change, % at 1.84 µM | actives 0.37% (n = 340,000) | AID 720551;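 active = maximum activity change below -70%; inconclusive = maximum activity change between -70% and -50%; inactive = maximum activity change above -50%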; also: % is scaled to controls: 0 for no effect and ±100 for the full control effect
#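 U2OS cells were transduced with wild-type KCNH2 virus (2.03 x 10^8 / mL) for 4 h at room temperature, then cultured overnight at 37 C. Thallium flux was read with FluxOr dye. Rate constants were normalized to DMSO controls.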
# Menin-MLL TR inh: menin-MLL binding inhibition, Texas Red mutant peptide; O00255; Menin + Texas Red MLL mutant peptide, fluorescence polarization; Potency, µM (titrated, usually from 61.6 µM), without a hit: at the top dose FP activity change, negative = inhibition, hits mostly inhibitors; actives 0.23% (n = 270,000); AID 1768; active = well fitted inhibition curve with a large enough effect in the polarisation, with a control signal flat, not every such curve was filed as active; inconclusive = small, poorly fitted or top-dose-only effect, or effect the other way, or a change in a side signal; inactive = no such curve, though single readings can be large or run the other way; the % refers to the polarisation; also: potency is read from the fitted curve at half-maximal effect; % of control where 0% means no effect; many of its hits are not listed in these tables
# Target sequence (O00255 whole entry, looked up): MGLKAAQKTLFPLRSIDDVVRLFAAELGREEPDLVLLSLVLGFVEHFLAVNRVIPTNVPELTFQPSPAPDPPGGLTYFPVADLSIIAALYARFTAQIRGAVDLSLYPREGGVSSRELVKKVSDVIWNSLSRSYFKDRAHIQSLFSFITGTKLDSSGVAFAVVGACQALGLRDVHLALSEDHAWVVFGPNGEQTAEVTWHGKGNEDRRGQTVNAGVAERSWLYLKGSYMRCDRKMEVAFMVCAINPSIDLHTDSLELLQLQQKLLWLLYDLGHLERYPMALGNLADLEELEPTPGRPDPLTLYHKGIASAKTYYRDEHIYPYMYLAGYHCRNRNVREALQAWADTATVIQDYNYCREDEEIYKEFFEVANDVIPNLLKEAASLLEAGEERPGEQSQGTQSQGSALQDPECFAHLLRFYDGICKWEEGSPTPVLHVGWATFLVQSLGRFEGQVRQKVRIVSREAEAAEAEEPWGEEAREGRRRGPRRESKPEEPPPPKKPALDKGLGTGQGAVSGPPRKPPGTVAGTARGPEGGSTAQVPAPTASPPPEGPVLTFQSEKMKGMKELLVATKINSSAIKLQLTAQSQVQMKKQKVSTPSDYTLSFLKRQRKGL
# PKM2 act: PKM2 (human) enzyme activation; actives 0.34% (n = 260,000); P14618; purified PKM2, Kinase-Glo ATP luminescence, activation; response scale: 0% is enzyme alone, no compound; Potency, µM (titrated, usually from 57.5 µM), for the others: top-dose activation, actives largely listed as activators; also: potency is read from the fitted curve at half-maximal effect; % is scaled to controls: 0 for no effect and ±100 for the full control effect; nearly all actives have a fitted effect of over 55% in size
#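 Purified hPK-M2 (>95%) run at intermediate activity with 0.1 mM ADP and 0.5 mM PEP in 50 mM imidazole pH 7.2, KCl, MgCl2; 1 h room temperature. ATP formed read by Kinase-Glo luminescence; normalized to uninhibited and no-enzyme controls.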
# TSHR antagonist: human thyrotropin receptor antagonism; activity change, negative = inhibition, % at 11.5 µM; TSHR-expressing cells, TSH-stimulated cAMP HTRF, 2 h; hits give low values; AID 504810; actives 0.2% (n = 330,000);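 active = activity change below a set negative limit, meaning inhibition stronger than a set level, cut at about -70% in these data; inconclusive = activity change between two set negative limits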; also: % is scaled to controls: 0 for no effect and ±100 for the full control effect
#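 TSHR-expressing cells were treated with compounds, then stimulated with TSH at EC80 (4nM final) for 2 hours at 37 deg C. Cellular cAMP was measured by HTRF competition between lysate cAMP and cAMP-d2 for a cryptate-labelled anti-cAMP antibody.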
# USP2a inh: inhibitors of human ubiquitin-specific protease USP2a; O75604; USP2 core, Ub-CHOP2 coupled fluorogenic reporter, 485/531; Potency, µM (doses to about 38.3 µM), for inactives: at the highest dose activity change, negative = inhibition, most hits filed as inhibitors; actives 0.01% (n = 330,000);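 also: potency is read from the fitted curve at half-maximal effect; plate controls were DMSO wells for no effect and full inhibition by NEM control for full effect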
#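 USP2 core (10nM final) preincubated 30min RT with compound in 20mM Tris-HCl pH 8.0, 2mM CaCl2, 2mM beta-mercaptoethanol, 0.05% CHAPS; 25nM Ub-CHOP2 plus 25nM reporter substrate added, fluorescence (Ex485/Em531) read after 60min.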
# Chronic BCR inh: chronic active BCR signaling inhibition; ABC-DLBCL IkBa-CBG/CBR reporter, luminescence ratio, 4 h; Potency, µM (top dose mostly 46.1 µM), for inactives: top-dose ratio change, negative = lower green/red ratio, most hits filed as inhibitors; actives 0.05% (n = 340,000); AID 493014; active = well fitted inhibition curve with a large enough effect in the signal ratio, with a control signal flat, not every such curve was filed as active; inconclusive = small, poorly fitted or top-dose-only effect, or effect the other way, or a change in a side signal; the % refers to the signal ratio;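 also: potency is read from the fitted curve at half-maximal effect; plate controls were basal doxycycline-induced cells for no effect and cells given 10 µM MG132 for full effect; MG132 reads +100%, hits lower the ratio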
#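 TMD8 human ABC-DLBCL cells with doxycycline-inducible IκBα–green luciferase fusion and unfused red luciferase, in 0.5% FBS medium; compounds up to 46 uM, 4 h at 37C. Green/red luminescence ratio, filter-overlap corrected, fitted to concentration-response curves.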
# Eya2 inh: Eya2 (human) phosphatase inhibition; actives 0.006% (n = 330,000); O00167; Potency, µM (series often up to 76.9 µM), for inactives: top-dose activity, negative = inhibition, actives largely listed as inhibitors; recombinant Eya2, OMFP fluorescence dephosphorylation (OMFP is methylfluorescein phosphate); also: potency is read from the fitted curve at half-maximal effect; % is scaled to controls: 0 for no effect and ±100 for the full control effect
#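 Eya2 (0.2 uM) preincubated 10 min at ambient with compound, then OMFP substrate added at 50 uM; 10 min reaction in 50 mM HEPES pH 7.5, 50 mM NaCl, 5 uM MgCl2, 0.05% BSA, 1 mM DTT. Fluorescence read at Ex 485/Em 525 nm.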
# Numbers without * were called inactive; ? = inconclusive; nt = no result given; [ ] = another dose, or the depositor's remark. Unless noted, calls follow the shape of the dose curve; as a rule, active = well fitted curve in the direction sought with a large enough effect; inconclusive = small, poorly fitted or top-dose-only effect, or another doubt; inactive = no such curve, though single readings can be large; an effect the other way counts as inactive or inconclusive. An excerpt. The share of hits here may be higher or lower than overall.
SMILES,GALK inh,Mito fusion yeast,MBNL1-CUG inh,S-ASM inh,hERG WT inh,Menin-MLL TR inh,PKM2 act,TSHR antagonist,USP2a inh,Chronic BCR inh,Eya2 inh
CCc1cccc(C)c1NC(=S)NCc1ccc2[nH]c(C)cc2c1,nt,-1%,19%,0%,4,-16%,0%,-5,0%,5%,-3%
CC(Oc1cc2oc(=O)c3c(c2cc1Cl)CCC3)C(=O)NCC1CCC(C(=O)O)CC1 (stereo not drawn),1%,2%,1%,2%,0,nt,nt,10,3%,4%,-1%
CN(Cc1ccc(Cl)cc1)C(=O)c1ccccc1SCC(=O)N1CCCC1,nt,2%,nt,1%,-4,nt,nt,-3,1%,0%,-34%
Cc1noc(C)c1NC(=O)N(C)C[C@H]1Oc2ccc(NC(=O)C3CCCCC3)cc2C(=O)N([C@H](C)CO)C[C@@H]1C,nt,nt,nt,0%,-2,nt,nt,4,2%,-2%,6%
COC(=O)CSc1ccc(-c2nc3ccc(C)cc3[nH]2)cn1,5%,-4%,-4%,-3%,12,-2%,1%,-8,4%,?,5%
COc1ccc(N(CCC(=O)O)S(=O)(=O)c2ccc(C)cc2C)cc1,1%,18%,-1%,7%,-23,-6%,-8%,-4,-1%,12%,9%
CC1(c2ccc(OC(F)F)cc2)NC(=O)N(CC(=O)Nc2cccnc2Cl)C1=O (stereo not drawn),nt,-2%,nt,0%,5,nt,nt,4,2%,?,-5%
COc1cccc(-c2nn(-c3ccccc3)cc2C(=O)O)c1,0%,6%,-3%,1%,13,14%,-3%,-17,-2%,?,-2%
CCN(C#N)c1nc(NC(C)C)nc(NC(C)(C)C)n1,-1%,1%,-1%,2%,4,-15%,0%,-11,8%,8%,-1%
S=C(NCCN1CCOCC1)NC1CCCCC1,-2%,-3%,-10%,3%,-1,nt,0%,4,7%,?,-3%
CC1CN(C(=O)CCC(=O)N2CCOCC2)c2ccccc2O1 (stereo not drawn),nt,4%,0%,2%,-9,-1%,6%,3,4%,?,-2%
O=C(NN1C(=O)c2cc(Br)ccc2NC1c1ccccc1Cl)c1ccncc1 (stereo not drawn),nt,-26%,9%[11.5 µM],1%,-7,-12%,-1%,13,0%,0%,12%
Cc1ccc(C(=O)NC(=S)Nc2ccccc2N2CCOCC2)cc1C,-7%,-7%,-7%,nt,2,nt,nt,0,3%,1%,6%
CC(C)CN(C)C(=O)CC1C(=O)NCCN1C (stereo not drawn),5%,-3%,1%,2%,-5,24%,-2%,16,2%,-19%,-2%
CN(C)S(=O)(=O)c1ccc(NC(=O)c2c(F)cccc2Cl)cc1,0%,-1%,-2%,0%,0,25%,1%,0,3%,0%,-7%
CSCCC(NC(=O)COc1ccccc1)C(=O)N1CCCC(C)C1 (stereo not drawn),-2%,-1%,-3%,0%,4,0%,-5%,-7,-11%,0%,1%
COc1cccc(CCc2nnc(CCC(=O)N3CCN(Cc4ccccn4)CC3)o2)c1,-1%,10%,-1%,0%,-3,-5%,5%,28,3%,-5%,5%
CCc1ccc(C(=O)NNC(=O)C2CCN(c3ncnc4sc(C)c(C)c34)CC2)cc1,nt,6%,nt,-7%,-9,nt,nt,-18,-1%,0%,1%
CCCCCSc1ncccc1C(=O)O,nt,-1%,-2%,1%,-2,nt,-3%,-11,-8%,?,-5%
CC(C)N(C#N)c1nc(N2CCOCC2)nc(N2CCOCC2)n1,1%,1%,-1%,-1%,-12,-21%,-4%,5,0%,?,-13%
O=C(NCc1ccc(F)cc1)c1ccncc1,3%,5%,-12%,3%,-4,5%,-1%,-121*,0%,0%,8%
O=C(O)c1ccc(CNCc2ccc(F)cc2)cc1,16%,3%,-3%,0%,-15,2%,4%,-4,1%,-4%,23%
CC1CCCC(C)N1S(=O)(=O)c1ccc(NC(=O)CCn2cnc3ccccc3c2=O)cc1 (stereo not drawn),1%,-1%,0%,-4%,-26,11%,2%,0,8%,?,17%
Cc1cc(N2CCOCC2)nc2ccccc12,0%,-5%,9%,29%,-15,1%,0%,10,4%,0%,5%
CC(Oc1ccc(F)cc1)C(=O)N(CCC1=CCCCC1)c1c(N)n(Cc2ccccc2)c(=O)[nH]c1=O (stereo not drawn),nt,0%,nt,-2%,24,nt,nt,-7,2%,-7%,-12%
O=C(COc1ccccc1)N1CCN(C(=O)COc2ccccc2)CC1,5%,2%,-3%,15%,2,?,13%,2,-2%,?,2%
Cc1ccc(CNC(=O)c2cc3c(=O)n4ccccc4nc3n(Cc3ccco3)c2=N)cc1,3%,1%,?,286%[activator],-16,18%,14%,-11,5%,?,2%
COc1ccc(-c2cn3cc(Br)cnc3n2)cc1,9%,2%,22%,77%[activator],6,15%,0%,-1,0%,-8%,12%
COc1ccc(-c2ccnc3nc(-n4cccc4)nn23)cc1,1%,17%,14%,0%,0,-21%,-3%,-13,3%,?,-3%
CCOC(=O)C1CCCN(C(=O)c2ccccc2Oc2ccccc2)C1 (stereo not drawn),6%,-1%,-1%,-2%,-4,-2%,3%,4,7%,?,-2%
CCCN(CC(=O)Nc1ccccc1OC)C(=O)c1ccc(S(=O)(=O)NCc2ccco2)cc1,nt,0%,nt,6%,0,nt,nt,-2,7%,3%,10%
Cn1c(=O)c2c3c(sc2n2c(SCc4ccccc4)nnc12)CCCC3,2%,1%,nt,nt,nt,-8%,-5%,9,0%,7%,-4%
O=C(CCNS(=O)(=O)c1ccccc1C(F)(F)F)NCCCc1ccccc1,nt,1%,nt,2%,0,nt,nt,4,3%,0%,4%
O=C(O)c1cc(NS(=O)(=O)c2ccc3ccccc3c2)ccc1O,-1%,-1%,9%,16%,1,?,nt,8,2%,-2%,-4%
O=C(CNC(=O)c1ccc(Cl)cc1)OCC(=O)c1ccc2c(c1)OCCO2,0%,-1%,1%,-2%,2,6%,7%,7,5%,7%,4%
CC1(C)Cc2c(sc3nc(N/N=C/c4ccccc4)[nH]c(=O)c23)CO1,-1%,1%,1%,167%[activator],2,-2%,-12%,21,1%,0%,2%
Cc1ccc(N=C2CCCN2Cc2ccccc2)c(C#N)c1,-2%,6%,-1%,6%,1,9%,2%,-7,2%,3%,-4%
CN1CCN(C2=C(Cl)C(=O)N(C3CCCCC3)C2=O)CC1,3%,-6%,20%,-1%,16,-6%,0%,-9,2%,-2%,-6%
COc1ccc2c(-c3ccccc3)cc(=O)[nH]c2c1,0%,-3%,19%,-3%,10,6%,6%,-1,9%,?,4%
O=C(CNS(=O)(=O)c1ccc(Br)s1)NC1CCCc2ccccc21 (stereo not drawn),nt,-1%,5%,-1%,2,-1%,0%,4,1%,-1%,11%
COc1cc(CC(=O)OCC(=O)N2CC(C)CC(C)C2)cc(OC)c1OC (stereo not drawn),nt,-12%,-8%,-5%,3,?,nt,-16,3%,0%,8%
Cc1ccc2c(c1)nnn2C1CCN(S(=O)(=O)c2ccc(C(=O)O)cc2)CC1,4%,-1%,-7%,2%,0,9%,-12%,5,0%,-7%,6%
CC(C)(C)n1nc2c(c1NC(=O)c1ccc(S(=O)(=O)N3CCCC3)cc1)CSC2,-4%,0%,6%,1%,3,7%,1%,nt,nt,nt,nt
CCOc1ccc(NC(=O)Cc2cccc3ccccc23)c([N+](=O)[O-])c1,0%,-1%,?,-17%,3,19%,12%,-7,4%,12%,-22%
Cc1ccc(S(=O)(=O)N2CCNC(=O)CC2)cc1,6%,4%,-9%,5%,0,4%,3%,3,1%,0%,0%

# Bioassay records from PubChem.
